# Source: PubChem BioAssay
# AddAB inh = less growth of phage-infected E. coli with AddAB. E. coli expressing H. pylori AddAB, absorbance growth. inhibition, % at 11.9 µM. 330,000 compounds, 0.29% hits; in the data active = inhibition above about 12%;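 note: 0% = vehicle wells of infected cells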
# phage Ecoli inh = E. coli growth loss with phage present; growth absorbance; inhibition, % at 11.9 µM; 360,000 compounds, 0.26% hits; AID 651602; in the data active = inhibition above about 11%
# CAL PDZ inh = human CAL PDZ-peptide interaction inhibition. Q9HD26. purified CAL PDZ, TMR-peptide fluorescence polarization, 1 h. inhibition, % at 20 µM. 330,000 compounds, 0.02% hits. AID 504414;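 active = highest replicate inhibition of at least 40%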;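 note: plate controls were DMSO neutral control wells for no effect and unlabeled competitor peptide control wells for full effect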
#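 material = purified tagged CAL PDZ domain construct (CerCALP) | compound dosing = 20 µM, one dose | times = 1 h at RT | measured by = fluorescence polarization from S- and P-plane intensities, G-factor corrected | read-out = inhibition from polarization loss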
# PvdQ acylase = blocks Pseudomonas aeruginosa PvdQ acylase activity; purified PvdQ acylase, fluorescence plate reader; inhibition, % at 10 µM; 340,000 compounds, 0.063% hits; in the data active = inhibition above about 30%, passing the limit was not always enough;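 note: 0% = vehicle neutral wells and 100% = reference inhibitor wells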
# Wnt bcat act = Wnt/beta-catenin pathway activation. Wnt/beta-catenin reporter cell assay, activator, plate reader. activation, % at 9.35 µM. 300,000 compounds, 1.2% hits; in the data active = activation above about 30%, passing the limit was not always enough;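 note: 0% = neutral control wells and 100% = positive control wells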
# Tat export inh = inhibitors of E. coli Tat protein transport; E. coli MC4100 TorA-mCherry Tat export, fluorescence; inhibition, % at 10 µM; 340,000 compounds, 0.036% hits;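 active = mean replicate inhibition at least 50% and at least half of replicates individually reaching 50%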;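 note: exported cargo escapes ClpAP degradation while cytoplasmic cargo is degraded and loses fluorescence; 0% = median of neutral control wells and 100% = median of NaSCN control wells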
# PfHsp90 yeast 2 = growth inhibition of yeast expressing Plasmodium Hsp90; S. cerevisiae expressing PfHsp90, BacTiter-Glo ATP, 48 h; yeast lacking PDR1 and PDR3 efflux regulators; inhibition, % at 9.4 µM; 310,000 compounds, 0.32% hits;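 active = every replicate shows inhibition above about 80%, whatever the replicate mean, limit read from the data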;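 note: 0% = DMSO neutral controls and 100% = 20 µM radicicol positive controls; yeast relying on Plasmodium falciparum Hsp90 in place of its own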
# E coli growth = reduces bacterial viability in AddAB counter-screen. E. coli V3065 growth, OD600 absorbance, 18 h. inhibition, % at 11.9 µM. 330,000 compounds, 0.27% hits. AID 449728;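 active = inhibition above the campaign's mean inhibition across all tested compounds plus 3 SD, cut at about 9.9% in these data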;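 note: uninfected addAB+ strain grown without phage in ampicillin broth; 0% = DMSO wells and 100% = ciprofloxacin 0.95 µg/ml wells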
# Rtt109 HAT inh = inhibitors of Candida albicans Rtt109/Vps75 histone acetyltransferase; Q5AAJ8; purified Rtt109/Vps75, ThioGlo CoA-SH fluorescence, 4 h; inhibition, % at 34.9 µM; 330,000 compounds, 0.16% hits; AID 540336;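 active = inhibition of at least 50% in every replicate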
# Target sequence (Q5AAJ8 whole entry, looked up): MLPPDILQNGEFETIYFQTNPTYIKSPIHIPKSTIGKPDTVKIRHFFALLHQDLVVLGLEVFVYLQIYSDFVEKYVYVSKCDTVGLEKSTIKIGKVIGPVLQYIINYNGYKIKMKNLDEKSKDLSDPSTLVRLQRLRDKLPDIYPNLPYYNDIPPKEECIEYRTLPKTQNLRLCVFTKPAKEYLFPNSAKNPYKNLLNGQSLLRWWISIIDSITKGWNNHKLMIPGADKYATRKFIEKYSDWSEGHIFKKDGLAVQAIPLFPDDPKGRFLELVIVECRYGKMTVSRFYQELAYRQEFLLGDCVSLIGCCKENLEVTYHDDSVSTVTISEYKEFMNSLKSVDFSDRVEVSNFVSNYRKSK
# DAGLB inhibitor = blocks human DAGLB lipase activity; Q8NCG7; HEK293T DAGLB membrane lysate, EnzChek fluorogenic substrate; inhibition, % at 5.17 µM; 340,000 compounds, 0.059% hits; in the data active = inhibition above about 34%;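 note: 0% = enzyme with vehicle and 100% = wells lacking enzyme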
# Target sequence (Q8NCG7 whole entry, looked up): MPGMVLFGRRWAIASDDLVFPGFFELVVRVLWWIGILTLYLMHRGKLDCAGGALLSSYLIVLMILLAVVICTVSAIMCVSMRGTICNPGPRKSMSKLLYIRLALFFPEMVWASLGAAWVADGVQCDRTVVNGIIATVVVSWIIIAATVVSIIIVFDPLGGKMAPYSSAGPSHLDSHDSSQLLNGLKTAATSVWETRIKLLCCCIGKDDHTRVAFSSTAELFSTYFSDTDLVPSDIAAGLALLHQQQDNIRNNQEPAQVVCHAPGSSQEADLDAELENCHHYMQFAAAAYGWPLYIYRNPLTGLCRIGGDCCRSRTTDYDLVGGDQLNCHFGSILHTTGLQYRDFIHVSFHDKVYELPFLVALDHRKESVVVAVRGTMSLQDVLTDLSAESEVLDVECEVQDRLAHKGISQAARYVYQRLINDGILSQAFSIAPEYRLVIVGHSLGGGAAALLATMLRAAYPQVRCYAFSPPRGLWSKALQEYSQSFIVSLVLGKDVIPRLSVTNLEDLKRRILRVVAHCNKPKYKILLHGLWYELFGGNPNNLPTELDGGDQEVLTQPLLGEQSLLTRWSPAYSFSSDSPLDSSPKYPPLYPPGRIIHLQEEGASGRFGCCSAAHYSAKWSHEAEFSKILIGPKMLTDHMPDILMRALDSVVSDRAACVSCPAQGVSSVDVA
# Active calls of the source: *; i = inactive; · = not tested or not shown.
SMILES,AddAB inh,phage Ecoli inh,CAL PDZ inh,PvdQ acylase,Wnt bcat act,Tat export inh,PfHsp90 yeast 2,E coli growth,Rtt109 HAT inh,DAGLB inhibitor
CN(CCOc1ccccc1)S(=O)(=O)c1ccccc1C#N,-2.1,0.7,0.3,2,1,3,·,-2.3,15,-3
COc1ccc(OC)c(Nc2cc(C)nc3ccccc23)c1,6.0,2.8,-1.3,-9,-8,-6,-9,4.7,-7,0
CCCn1c(=O)c(C(=O)Nc2cccc(C)n2)c(O)c2ccccc21,0.8,-0.1,-0.1,3,2,5,10,-2.4,2,-6
CCCC(=O)Oc1ccc(N(C(=O)CCC)S(=O)(=O)c2cccs2)cc1,4.8,2.6,-2.2,-13,-1,-1,-13,-0.8,0,-1
Cc1cc(=O)oc(C)c1C(=O)Nc1c(C)n(C)n(-c2ccccc2)c1=O,0.3,0.3,-2.8,-15,·,-2,-2,-1.4,-11,-1
Cc1ccc(S(=O)(=O)N2CCN(C(=O)CSc3cc(C)ccc3C)CC2)c(C)c1,·,0.2,-2.8,9,-1,-5,6,·,32,-6
COc1ccc(/C=N/NC(=O)c2ccc(CSc3nncn3C)cc2)cc1OC,-3.3,-2.1,-2.9,4,0,2,-14,-3.4,3,1
CC(=O)NC(C)c1nc2ccccc2n1CC(=O)N1C(C)CCCC1C (stereo not drawn),0.9,1.8,-1.6,8,-1,-1,-5,-2.2,8,1
COCCN(CCOC)c1cc(C)c(C#N)c2nc3ccccc3n12,1.7,1.0,0.2,-5,·,4,4,-0.9,i,-2
COc1nc(NS(=O)(=O)c2ccc(C)cc2)nc(C)c1Cl,1.3,0.3,-2.0,-16,·,-4,3,-0.1,·,1
Cc1cc(C)n(S(=O)(=O)c2ccc(C)c(C)c2C)n1,0.4,-0.5,-1.8,-12,2,2,·,0.3,4,-3
COc1ccccc1C(=O)NC(=O)COC(=O)c1nc(Cl)ccc1Cl,-1.7,1.0,-1.6,3,0,-2,·,-0.2,5,-1
COc1ccc(NC(c2ccccc2)c2ccncc2)cc1 (stereo not drawn),-3.1,0.4,-0.7,-8,2,-8,-43,-1.3,-1,-1
Cc1onc(C(=O)NC2CCCCC2)c1[N+](=O)[O-],1.0,·,-1.8,-6,·,6,18,0.4,-2,0
CCc1ccc(/C=N/NC(=O)c2cc(C3CC3)nc3ccc(Br)cc23)s1,-1.6,2.4,-0.1,-11,·,2,-31,-1.4,-8,-3
CCOC(=O)c1c(C)[nH]c(C(=O)COC(=O)c2ccc(O)cc2O)c1C,3.0,-0.6,-0.3,-16,2,10,-26,4.1,-2,0
O=C(Cc1c(F)cccc1Cl)Nc1ccc(S(=O)(=O)N2CCOCC2)cc1,-1.3,2.9,-1.4,-16,-2,4,2,-2.6,-3,2
COC(=O)c1ccc(OCC(=O)NC2CCCCCCC2)cc1,2.0,3.2,-1.5,-11,1,-1,28,0.9,1,-3
COC(=O)C1=C(N)Oc2cc(C)n(CC3CCCO3)c(=O)c2C1c1ccc(Cl)c(Cl)c1 (stereo not drawn),-0.3,2.0,-0.9,8,·,-1,3,0.4,9,-3
CN(C(=O)/C=C/c1ccco1)c1ccccc1C(=O)O,2.1,1.3,-1.5,-9,-2,0,-12,0.0,-2,-1
O=C(NC(=S)Nc1nc(-c2cccc([N+](=O)[O-])c2)cs1)c1cc(Cl)ccc1Cl,3.7,2.0,-2.5,23,0,1,-6,-2.0,6,-5
O=C(CCl)Nc1cccc(-c2cnc3ccccc3n2)c1,-0.2,-0.8,-2.5,7,24,1,8,3.4,10,4
COc1ccc(CCN2C(=O)C(Oc3ccccc3C)C2c2ccc3c(c2)OCO3)cc1 (stereo not drawn),4.7,2.8,-1.2,-3,-5,7,1,0.7,-4,-15
COC(=O)Cc1[nH]nc2c1C(c1ccc(O)c(OC)c1)C(C#N)=C(N)O2 (stereo not drawn),-1.1,2.0,-1.8,-12,-3,0,26,-1.9,8,1
Cc1c(C)n(C)c2ccc(C(=O)NCCc3ccco3)cc12,3.1,4.6,-4.2,-4,5,3,-2,-1.4,4,1

# (more compounds)
SMILES,AddAB inh,phage Ecoli inh,CAL PDZ inh,PvdQ acylase,Wnt bcat act,Tat export inh,PfHsp90 yeast 2,E coli growth,Rtt109 HAT inh,DAGLB inhibitor
O=C(NCCN1CCc2ccccc2C1)Nc1ccc([N+](=O)[O-])cc1,2.6,1.9,-1.0,9,0,6,7,1.1,-4,0
COc1cc(C(=O)NC(=S)Nc2ccc(N3CCCC3)cc2)cc(OC)c1OC,1.7,2.1,0.2,-12,0,-4,-7,-3.0,3,-2
Cc1nc(Nc2cccc(F)c2)c2oc3ccccc3c2n1,-0.7,-0.6,-2.9,-15,6,-2,-10,-3.0,-17,-5
COCCNC(=O)c1ccc2c3n(nc2c1)-c1ccccc1CO3,4.9,3.5,-3.1,4,13,16,·,1.1,-4,-3
CC(=O)OC(COc1ccc(F)cc1)Cn1cnc2ccccc21 (stereo not drawn),-1.2,5.3,·,-2,-2,-2,-33,-2.1,-2,-1
N=c1oc2ccc(Br)cc2cc1C(=O)NC1CCCCCC1,1.0,2.8,-3.0,-8,0,-6,-47,0.9,5,1
Cc1ccc(S(=O)(=O)N2C[C@@H]3CCCC[C@@H]3[C@@H](C)[C@H]2c2cn(Cc3ccccc3)c3ccccc23)cc1,0.2,0.4,-0.4,-12,-15,-1,-11,2.3,-8,-14
O=C(Nc1ccc2c(c1)CCC2)c1cccc(S(=O)(=O)N2CCN(c3ccccc3)CC2)c1,1.7,3.1,-0.8,10,-8,-6,-21,0.9,15,-10
COc1ccc(-c2noc(C3CCCN(C(=O)c4ccc(C)cc4)C3)n2)cc1 (stereo not drawn),-2.5,0.8,-3.2,1,3,2,-1,-1.0,36,-4
Cc1ccccc1Oc1ccc(NC(=O)C2CC=CCC2C(=O)O)cc1 (stereo not drawn),2.2,3.5,-0.1,3,1,-14,-8,-3.4,2,2
Cc1cc(=O)[nH]c2sc(C(=O)N3c4ccccc4CC3C)c(N)c12 (stereo not drawn),1.8,3.5,-1.2,-3,0,4,·,0.0,-3,2
CCN(/C=N/S(=O)(=O)c1ccc(Cl)cc1)CC,3.4,4.0,-0.6,-11,-1,0,-6,-0.1,5,-2
COc1ccc(N2CCN(C(=O)Cn3nnc(-c4cccs4)n3)CC2)cc1,-2.9,2.0,-1.9,-8,·,-2,-7,-3.0,·,3
O=C(C1CCCN(C2CC(=O)N(c3ccc(F)cc3)C2=O)C1)N1CCCC1 (stereo not drawn),·,3.1,0.5,-16,-3,1,20,·,-1,-1
Cc1ccc(NCC(=O)N=Nc2c(O)[nH]c3ccc([N+](=O)[O-])cc23)cc1,1.2,-0.7,·,·,15,·,·,0.2,·,·
CC(=O)Nc1cc2c(cc1[N+](=O)[O-])OCCO2,5.0,3.2,-1.0,-3,0,-3,-9,4.7,-11,-1
COc1ccc(Br)c(C(=O)N(C)CC(=O)Nc2ccc(N3CCOCC3)cc2)c1,0.1,-1.9,-1.9,-14,0,-10,2,0.6,-1,0
COc1ccccc1CCNC(=O)C1CCC(=O)N(Cc2ccccc2OC)C1 (stereo not drawn),-1.8,0.1,-3.4,0,1,-3,-14,-1.4,8,0
C#CCNC(=O)C1=C[C@H](C)[C@@H](CCCO)[C@H](OCC)O1,2.3,0.4,-0.6,-11,0,4,7,0.2,7,-2
Cc1cc2c3c(c1C)C1(C(=O)N3C(C)(C)CC2C)C(C#N)=C(N)Oc2cc(O)ccc21 (stereo not drawn),-0.6,0.2,-2.6,-18,-6,4,3,1.9,4,-3
COc1ccc2c(c1OC)C(=O)N(c1cccc(C(F)(F)F)c1)C2,0.5,2.6,-3.8,1,·,-1,3,2.4,7,-3
Cc1nn(Cc2ccccc2)c(C)c1CNC(=O)c1ccc(F)c(S(=O)(=O)N2CCOCC2)c1,-0.2,-1.0,-1.6,-6,0,7,-7,1.1,3,-1
CC(=O)C1C(c2ccc(OC(F)F)cc2)NC(=O)NC1(O)C(F)(F)F (stereo not drawn),2.9,3.3,-0.4,-7,-1,-1,-14,0.4,-1,1
Cc1sc2ncnc(-n3cnc4ccccc43)c2c1C,0.7,2.8,-1.8,-9,·,1,1,2.2,0,-2
COc1ccccc1Nc1nc2c(C)cccc2cc1C#N,-0.2,3.3,-0.3,5,8,4,·,1.0,-2,-2

# Pulled by compound from the list above:
SMILES,AddAB inh,phage Ecoli inh,CAL PDZ inh,PvdQ acylase,Wnt bcat act,Tat export inh,PfHsp90 yeast 2,E coli growth,Rtt109 HAT inh,DAGLB inhibitor
Cc1nc(Nc2cccc(F)c2)c2oc3ccccc3c2n1,-0.7,-0.6,-2.9,-15,6,-2,-10,-3.0,-17,-5
CCCn1c(=O)c(C(=O)Nc2cccc(C)n2)c(O)c2ccccc21,0.8,-0.1,-0.1,3,2,5,10,-2.4,2,-6
COc1ccc2c(c1OC)C(=O)N(c1cccc(C(F)(F)F)c1)C2,0.5,2.6,-3.8,1,·,-1,3,2.4,7,-3

# Other records follow.
SMILES,AddAB inh,phage Ecoli inh,CAL PDZ inh,PvdQ acylase,Wnt bcat act,Tat export inh,PfHsp90 yeast 2,E coli growth,Rtt109 HAT inh,DAGLB inhibitor
CC(C)=CC1C=C(C)C(C)C2C(=O)NNC(=O)C12 (stereo not drawn),2.3,1.4,-0.2,-2,·,-3,-1,0.4,8,3
CC(C)(C)NC(=O)C(=O)NNC(=O)c1ccccc1,-0.9,1.4,-2.2,-9,·,4,19,1.9,-2,1
Cc1noc(C)c1CC(=O)N1CCCC(C(=O)c2ccc(C(C)(C)C)cc2)C1 (stereo not drawn),0.7,2.1,-1.9,-10,-2,7,16,1.6,3,-1
COc1ccc(/C(C)=N/NC(=O)OC(C)(C)C)cc1[N+](=O)[O-],4.6,-2.3,-0.1,-13,6,-1,-3,1.1,-4,-2
CCCCOc1ccc(-c2nnc(-c3cc[n+](C)cc3)o2)cc1,2.8,5.1,-2.4,-11,-2,8,12,-2.3,-3,1
Cc1ccc(Cl)cc1NC(=O)c1cc(S(=O)(=O)N2CCOCC2)cn1C,1.8,-0.1,-0.6,11,1,1,-1,0.4,8,1
C/C(=N\NC(=O)CC(C)C)c1ccc(N2CCCCC2)cc1,1.8,6.2,-0.7,-2,3,8,27,0.3,-1,0
CC(C)C(C)N(Cc1cccc(C(=O)O)c1)C(=O)c1ccc2ccccc2n1 (stereo not drawn),4.6,-0.4,·,·,-20,·,·,-2.6,·,·
Cc1ccc(NC(=O)c2cccc(S(=O)(=O)N3CCCCC3)c2)cc1,1.6,2.4,-0.4,-16,-1,2,6,0.8,10,-3
O=C(CNc1ccc(Oc2ccccc2)cc1)N1CCOCC1,0.1,0.4,·,3,-2,-14,-15,-3.5,3,0
COc1ccc(CCCNC(=O)C2CCC(=O)N(Cc3ccc(Cl)cc3)C2)cc1 (stereo not drawn),·,-0.9,-1.7,3,-1,-6,7,·,6,2
O=C(COC(=O)c1ccccn1)Nc1ccc(S(=O)(=O)N2CCOCC2)cc1,0.5,3.6,-1.7,-1,·,13,-26,2.4,6,5
Cc1cccc(C)c1NC(=O)C1(N(Cc2ccco2)C(=O)CC2NC(=O)NC2=O)CCCC1 (stereo not drawn),-0.6,1.1,0.5,-8,6,7,12,-1.0,9,2
COc1ccc(C(=O)N(C)C2CCCN(Cc3ccccc3F)C2)cc1C (stereo not drawn),0.2,-1.3,-21,-6,-2,2,12,0.1,3,-3
Cc1c(NC(=O)c2cccc(NC(=O)Cc3ccc(Cl)cc3)c2)c(=O)n(-c2ccccc2)n1C,-0.4,1.4,-4.3,-5,-3,-1,-6,-2.6,10,-2
Fc1cccc(NC(=S)N2CCN(c3ccccn3)CC2)c1,0.2,2.4,-2.0,6,-4,-2,-4,1.9,7,-4
